Screening results as filed in PubChem.
bIAP inh: bovine intestinal alkaline phosphatase inhibitors, primary screen, selectivity assay for TNAP inhibitor project, biochemical, bovine IAP, CDP-star luminescence; 190,000 tested, under 10 active; AID 1019, 2008; inhibition, % at 20 µM; purified bovine IAP, 30 min;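 active means over 50% inhibition of intestinal alkaline phosphatase at 20 µM in the single-dose screen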
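test system = bovine IAP enzyme | medium = DEA buffer 100 mM, pH 9.8, with MgCl2 1.0 mM, ZnCl2 0.02 mM | detection = luminescence | dosing = single compound dose of 20 µM, 2% DMSO final | incubation = 30 min reaction at room temperature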
TR-FRET SRC-2 ct: TR-FRET signal artefacts, primary screen, artefact control for PPARgamma SRC-2 agonist project, biochemical. TR-FRET artefact counter-screen; stronger effect = higher value. TR-FRET ratio at 8 µM. 0.4% of 200,000 active; in the data active means TR-FRET ratio above about 2000; further: inactives centre near 1500
PPARg SRC-2 ag: agonists of PPARg-SRC-2 recruitment, primary screen, biochemical, HTS; Peroxisome proliferator-activated receptor gamma (Homo sapiens), P37231; PPARgamma LBD-SRC-2 recruitment; activation, % at 8 µM; 0.34% of 200,000 active; in the data active means activation above about 22%;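 further: 0% = vehicle and 100% = reference agonist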
TLR4 MyD88 comp: inhibitors of TLR4-MyD88 association in cells, primary screen, cell-based, HeLa CL3-4, BLA complementation, FRET ratio. Toll-like receptor 4 (Homo sapiens) + Myeloid differentiation primary response protein …. HeLa CL3-4 TLR4/MyD88 BLA complementation. inhibition, % at 8.4 µM. 0.18% of 200,000 active; in the data active means inhibition above about 25%;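 further: 0% = vehicle and 100% = reference inhibitor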
ROMK mod: ROMK potassium channel modulators, primary screen, cell-based, thallium flux, MLSMR library; Tet-inducible ROMK, thallium flux fluorescence; actives lie on both sides; B-score at 10 µM; 2% of 130,000 active;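 active means signal ratio slope over the read window, or its plate-corrected B-score, at least 3 SD from the plate mean, either direction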;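 further: B-score of the F/F0 ratio slope over 7 to 12 s after thallium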
Target sequence (P48048 whole entry, looked up): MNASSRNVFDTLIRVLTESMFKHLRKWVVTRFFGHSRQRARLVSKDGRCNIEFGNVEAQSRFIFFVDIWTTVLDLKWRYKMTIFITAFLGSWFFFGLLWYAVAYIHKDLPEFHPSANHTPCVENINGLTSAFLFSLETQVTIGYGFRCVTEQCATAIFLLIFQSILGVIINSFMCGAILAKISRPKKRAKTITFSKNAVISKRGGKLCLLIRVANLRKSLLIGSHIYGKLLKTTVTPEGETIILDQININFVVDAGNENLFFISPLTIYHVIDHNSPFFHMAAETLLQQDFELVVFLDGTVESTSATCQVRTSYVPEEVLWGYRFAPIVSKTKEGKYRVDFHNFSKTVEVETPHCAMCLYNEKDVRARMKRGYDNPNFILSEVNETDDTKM
Redox H2O2 prof: compounds producing H2O2 with reducing agent – biochemical, NIH compound library profiling, artefact control for MLSCN library redox annotation, primary screen; DTT-dependent redox cycling H2O2, phenol red/HRP absorbance; 100% = 100 µM peroxide control, 0% = buffer; 0.03% of 200,000 active; activation, % at 10 µM;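 active means activation of at least 50% relative to the plate's high and low controls in the primary single-dose screen; inactive means activation below 50%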;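 further: compound incubated with DTT at 0.8 mM final as the reducing agent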
PPARg SRC-1 ag: PPARgamma agonists recruiting SRC-1 coactivator, primary screen, biochemical | PPARgamma-SRC-1 coactivator recruitment biochemical assay | activation, % at 8 µM | 0.41% of 200,000 active | Peroxisome proliferator-activated receptor gamma (Homo sapiens), P37231; in the data active means activation above about 19%;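 further: 0% = DMSO and 100% = reference agonist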
Lmaj promast: Leishmania major promastigote growth inhibition, primary screen. Leishmania major promastigotes, resazurin fluorescence viability. inhibition, % at 10 µM. 9% of 200,000 active. AID 1063, 2008; in the data active means inhibition above about 50%;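 further: promastigotes grown with compound for 44 hours at 28 °C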
bIAP act: bovine intestinal alkaline phosphatase activators, primary screen, biochemical, bovine IAP, CDP-star luminescence | alkaline phosphatase, intestinal [Bos taurus] | purified bovine IAP, 30 min; stronger effect = higher value; fold of DMSO-control signal, blank-subtracted | activation factor at 20 µM | 0.17% of 200,000 active | AID 1016, 2008;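 active means activation factor of 2 or more at 20 µM, a signal rise over negative controls twice the positive control's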
S1P3 antagonist: S1P3 receptor antagonists, primary screen, cell-based; Sphingosine 1-phosphate receptor 3 (Homo sapiens), Q99500; CHO S1P3 NFAT-BLA reporter, FRET fluorescence, antagonist mode; inhibition, % at 4.98 µM; 0.27% of 170,000 active;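 active means inhibition above the plate cutoff, the mean inhibition of test wells on that plate plus 3 SD, cut at about 28% in these data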;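 further: cells challenged with S1P at its EC80 of 0.8 µM; blue over green emission ratio from cleaved BLA substrate after 4 h stimulation; 0% = S1P-stimulated wells and 100% = unstimulated DMSO-only wells; some compounds past the cut are filed as inactive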
Target sequence (Q99500 whole entry, looked up): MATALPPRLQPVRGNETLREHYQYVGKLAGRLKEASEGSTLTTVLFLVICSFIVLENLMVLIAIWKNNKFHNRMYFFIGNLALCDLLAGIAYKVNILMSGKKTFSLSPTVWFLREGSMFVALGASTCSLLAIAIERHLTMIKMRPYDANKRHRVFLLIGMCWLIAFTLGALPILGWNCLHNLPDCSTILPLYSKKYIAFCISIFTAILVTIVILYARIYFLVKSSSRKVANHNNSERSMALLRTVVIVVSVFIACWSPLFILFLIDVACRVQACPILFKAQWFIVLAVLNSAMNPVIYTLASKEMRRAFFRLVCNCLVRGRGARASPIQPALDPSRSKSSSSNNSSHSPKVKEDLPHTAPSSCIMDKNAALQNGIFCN
PPARg SRC3 recr: PPARgamma agonists recruiting SRC-3 coactivator, primary screen, biochemical. Peroxisome proliferator-activated receptor gamma (Homo sapiens), P37231. biochemical PPARgamma/SRC-3 coactivator recruitment assay. activation, % at 8 µM. 0.26% of 200,000 active; in the data active means activation above about 23%;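 further: 0% = DMSO and 100% = reference agonist; some compounds past the cut are filed as inactive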
* marks the source's active call; other numbers are inactive results; . = no result given.

structure	bIAP inh	TR-FRET SRC-2 ct	PPARg SRC-2 ag	TLR4 MyD88 comp	ROMK mod	Redox H2O2 prof	PPARg SRC-1 ag	Lmaj promast	bIAP act	S1P3 antagonist	PPARg SRC3 recr
Fc1ccc(CNC(=S)Nc2cccc(Cl)c2)cc1	-24	1450	0	-6	0.44	-0.2	-7	8	1.2	28*	-3
CCC(C)n1ncn(-c2ccc(N3CCN(c4ccc(OC)cc4)CC3)cc2)c1=O (stereo not given)	-12	1728	6	-19	1.2	-0.6	4	26	1.1	-11	4
CNc1cc(-n2nc(C)cc2-c2ccccc2)ncn1	7	1426	3	-9	.	-0.8	-1	-4	0.9	-41	4
COc1ccc(OC)c(Cc2nnc(CCC(=O)NC3CCCC3)o2)c1	-4	1590	1	5	0.0083	-0.6	2	-1	1	-4	-3
CCCN1CCN(C(=S)Nc2sc(CC)cc2C(=O)OC)CC1	-13	1424	-3	0	-0.009	0.7	1	10	1.1	-50	-1
CCCCC(=O)C1=C(N2CCCC2)CC(C)(C)CC1=O	.	1564	-1	5	0.41	0.7	0	-2	.	.	1
NC(=O)c1ncc(C(F)(F)F)cc1Oc1cccc(F)c1	7	1410	0	8	0.081	0.1	-2	-7	0.9	.	3
Cc1ccc(C(=O)Nc2ccccc2C(=O)N2CCCC2)cc1[N+](=O)[O-]	9	1500	-3	-11	.	.	-5	58*	0.9	-5	2
Cc1ccc(SCc2nc3ccccc3[nH]2)cc1	-4	1582	7	2	-1.7	-3.9	-8	20	1	.	-3
CC(=O)OC1CC(C)(C)N(OC(=O)c2ccccc2)C(C)(C)C1	-1	1529	0	-11	-0.72	-0.6	3	3	1	1	-1
Cc1nc(SCN2C(=O)c3ccccc3C2=O)n[nH]1	8	1575	6	13	.	-3.0	8	-7	0.9	-16	1
CCC(C)NC(=O)c1cc(Sc2nnc(C)s2)nc2ccccc12 (stereo not given)	39	1516	-1	-6	.	0.5	-4	-6	0.6	8	0
O=C(CNC(=O)c1ccco1)OCc1ccc(C(=O)Oc2ccccc2)cc1	0	1291	-4	-9	.	0.4	-2	1	1	0	7
COCCn1cc(C(=O)N2CCC(C)CC2)c2c3ccccc3n(C)c2c1=O	-6	1519	7	-14	.	0.3	-3	-6	1.1	-35	7
CCOC(=O)c1c(C)[nH]c(C)c1C(=O)COC(=O)c1cccc(S(=O)(=O)NC)c1	4	1591	0	-4	0.1	1.9	11	80*	1	6	-1
Cc1cccc(NC(=O)C(C)N2C(=O)C3C4CC(C(Br)C4Br)C3C2=O)c1 (stereo not given)	-3	1415	4	0	-1.2	-4.9	1	10	1	.	3
COCCN(CCOC)C(=O)c1ccc(SCc2ccc(C)cc2)c([N+](=O)[O-])c1	-5	1675	2	-6	-1.6	-0.6	3	-8	1	-10	2
CN(C)/C=N/c1cc(=O)n(C)c(=O)n1Cc1ccccc1	9	1516	11	-10	0.98	0.5	4	-6	0.9	14	0
COc1ccc(C(CC(=O)O)NS(=O)(=O)c2ccc(C)cc2)cc1 (stereo not given)	6	1497	5	-14	0.12	-0.1	3	-5	0.9	.	0
Cc1ccc(-c2nnc3sc(CCc4ccccc4)nn23)cc1	11	1505	4	-1	.	-6.2	2	3	0.9	-19	5
CCOCCCNC(=O)C1CCC(CNS(=O)(=O)c2ccc(F)cc2)CC1 (stereo not given)	-1	1642	6	-5	.	-1.4	-1	1	1	.	9
Cc1cc(C2=NNC(=NC3CC3)SC2)c(C)n1Cc1ccco1	7	1415	-3	2	.	0.3	0	20	0.9	-2	3
O=C(Cc1ccccc1)NCC(=O)OCC(=O)c1ccc([N+](=O)[O-])cc1	7	1625	5	-15	-0.061	-0.8	10	-4	0.9	-2	1
O=C1S/C(=C\c2ccc(O)c([N+](=O)[O-])c2)C(=O)N1c1ccccc1Cl	-14	1703	6	-3	-3.6*	0.9	0	-4	1.1	2	7
Cc1ccc(C(=O)N(Cc2nc(-c3ccc(C)cc3)no2)C(C)C)cc1	6	1720	3	-3	.	-0.1	-5	-5	0.9	-13	-1

Of the compounds above, these have a furan ring, fused or not.
structure	bIAP inh	TR-FRET SRC-2 ct	PPARg SRC-2 ag	TLR4 MyD88 comp	ROMK mod	Redox H2O2 prof	PPARg SRC-1 ag	Lmaj promast	bIAP act	S1P3 antagonist	PPARg SRC3 recr
O=C(CNC(=O)c1ccco1)OCc1ccc(C(=O)Oc2ccccc2)cc1	0	1291	-4	-9	.	0.4	-2	1	1	0	7
Cc1cc(C2=NNC(=NC3CC3)SC2)c(C)n1Cc1ccco1	7	1415	-3	2	.	0.3	0	20	0.9	-2	3

The list continues:
structure	bIAP inh	TR-FRET SRC-2 ct	PPARg SRC-2 ag	TLR4 MyD88 comp	ROMK mod	Redox H2O2 prof	PPARg SRC-1 ag	Lmaj promast	bIAP act	S1P3 antagonist	PPARg SRC3 recr
Cc1ccc(S(=O)(=O)c2ccc(Cl)cc2)cc1S(=O)(=O)N(C)CC(=O)O	4	1610	4	-3	0.44	-0.7	4	-4	1	-21	3
C=C1N(c2ccccc2)C(=O)OC1(C)C	-1	1472	-5	-11	.	0.2	-2	-8	1	-7	-2
CCC1=[N+](C)c2cccc3cccc(c23)N1C	10	1584	10	1	-0.37	0.0	8	17	0.9	17	0
Cc1noc(C)c1C(=O)OCC(=O)NC1CC1	-9	1630	4	-3	0.48	0.1	1	-5	1.1	.	-2
CCS(=O)(=O)N1CCC(c2nc(-c3ccc(C)cc3)no2)CC1	1	1663	0	-2	-0.81	0.2	9	-8	1	-27	8
Cc1cc(C(F)F)n2ncc(C(=O)NCCc3ccccc3Cl)c2n1	10	1659	4	6	.	0.5	5	3	0.9	.	10
Cc1ccc(-c2cc(C(=O)NCCN3CCOCC3)no2)cc1	4	1564	12	7	0.098	0.3	2	-1	1	-22	10
COc1ccc(CNC(=O)CCCNS(=O)(=O)c2cccc3nonc23)cc1	5	1551	4	-2	.	-2.3	3	-5	1	.	-5
CC(C)(C#CCN1CCCCC1)OCCOC(c1ccccc1)c1ccccc1	48	1570	0	9	.	0.2	0	22	0.5	13	0
CCOc1cc(C2CC(=O)N3CN(C4CCCCC4)CSC3=C2C#N)ccc1O (stereo not given)	6	1462	-1	-4	.	-0.6	-6	7	0.9	-30	6
CC1(C)CC(NC(=O)c2c(N)no[n+]2[O-])CC(C)(C)N1	0	1568	0	1	0.45	-0.5	-5	4	1	3	2
Nc1nnnn1/N=C/C(Br)=C/c1ccccc1	16	1571	3	11	.	2.0	9	35	0.8	24	-4
CCOC(=O)Cc1csc(NS(=O)(=O)c2ccc3c4c(cccc24)C(=O)N3CC)n1	10	1510	4	-7	.	0.4	2	-5	0.9	-7	1
CCOC(=O)c1[nH]c(C)c(C(=O)Nc2ccc(C)cc2C)c1C	7	1541	5	1	.	-0.1	9	-6	0.9	10	9
CCOc1ccc(C(=O)N2CCCC2)cc1OC	12	1622	3	-6	0.00083	0.3	5	-8	0.9	-6	3
COc1ccc(NC(=O)c2cc3sccc3n2Cc2ccc(F)cc2)cc1OC	-2	1581	1	10	.	-2.5	8	39	1	.	12
Cc1cc(C)cc(-n2ccnc2SCC(=O)Nc2nccs2)c1	-1	1720	4	6	-0.45	0.1	11	7	1	10	21
CC1CCc2nc(NC(=O)c3ccco3)sc2C1 (stereo not given)	-7	1474	-5	4	.	-2.3	-9	19	1.1	-25	-1
CC(NC(=O)C12CC3(C)CC(C)(CC(C)(C3)C1)C2)C(=O)O (stereo not given)	-14	1575	-1	9	0.26	-0.3	-5	0	1.1	1	2
O=C(c1ccccc1)N1CCN(C(=O)c2ccc3c(c2)OCCO3)CC1	4	1636	-4	1	-0.74	-0.5	2	-4	1	-31	4
O=C1Cc2ccccc2C(=O)N1OCc1ccc(Cl)cc1	-10	1778	3	-17	-0.22	0.1	7	47	1.1	-2	3
NC(=NCCc1c[nH]c2ccccc12)NS(=O)(=O)c1cc(F)ccc1F	10	1480	2	-23	-0.71	-0.2	3	-2	0.9	16	4
CCc1ccccc1N1CSC2=C(C#N)C(c3cc(OC)c(OC)cc3OC)CC(=O)N2C1 (stereo not given)	1	1508	3	-6	.	3.5	0	19	1	-18	4
CCOC(=O)C1=C2SCC(=O)N2C(N)=C(C#N)C1	1	1415	6	-6	.	2.2	-1	-8	1	.	0
COc1ccccc1NC(=O)c1cccc(NC(=O)c2ccco2)c1	21	1520	11	3	.	-0.4	3	88*	0.8	19	-5
COc1cc(CC(=O)OC2CCOC2=O)cc(OC)c1OC (stereo not given)	9	1414	0	7	.	1.7	-12	-3	0.9	-22	5
COc1cccc(/C=N/n2c(N)c(S(=O)(=O)c3cccs3)c3nc4ccccc4nc32)c1OC	3	1308	-6	-15	.	-2.7	-6	-1	1	.	3
O=C1CC(N2CCN(c3ccc(S(=O)(=O)N4CCOCC4)cc3)CC2)C(=O)N1Cc1ccccc1 (stereo not given)	5	1479	10	0	1.4	2.7	3	2	0.9	-18	17
CCOc1ccc(S(=O)(=O)N(C)c2ccc(OCC(=O)N3c4ccc(C)cc4C4CN(C)CCC43)cc2)cc1 (stereo not given)	-7	1798	10	0	0.053	0.1	10	23	1.1	-29	0
O=c1cc(N2CCc3ccccc3C2)[nH]c(=O)n1-c1ccc(Cl)cc1	-3	1596	4	-8	.	-0.1	8	-7	1	-37	1
COc1ccc(S(=O)(=O)N2CCCC2C(=O)NCc2cccs2)cc1 (stereo not given)	-9	1581	-5	1	.	2.9	-2	3	1.1	-16	-4
Cc1ccc(S(=O)(=O)N2CCN(S(=O)(=O)N3CCOCC3)CC2)c(C)c1	4	1529	0	-13	-0.048	0.1	2	-4	1	.	7
OC(CSc1ccc(F)cc1)CN1CCN(c2ccccc2)CC1 (stereo not given)	-18	1748	4	-27	-0.83	-1.3	2	68*	1.2	5	-4
CCCCOC(=O)CCc1n[nH]c(=O)[nH]c1=O	12	1479	-5	-2	0.27	1.7	0	-4	0.9	10	1
Cn1c(-c2cc3c(C(F)(F)F)nn(C)c3s2)n[nH]c1=S	6	1649	4	9	.	-2.2	2	-12	0.9	.	17
Clc1cccc(-c2nc(NCC3CCCO3)c3ccccc3n2)c1 (stereo not given)	8	1539	-2	1	0.73	-1.0	-5	76*	0.9	-6	2
